Cdc42 wt GTP: human Cdc42 wildtype GTP binding change, either direction. GST-Cdc42 beads, Bodipy-GTP binding, flow cytometry; actives lie on both sides. 190,000 tested, 0.2% active. percent activity (GTP binding), % at 10 µM. P60953;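 active means percent activity GTP binding at least 20 points away from the 100% baseline, either down as inhibitor or up as activator; inconclusive means compound flagged as likely green fluorescent from well-wide comparison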;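 further: median bead fluorescence of bound Bodipy-FL-GTP at 100 nM; 0% = excess unlabeled GTP control and 100% = no compound control; below 100% means less GTP binding so inhibitor and above means activator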
Target sequence (P60953 whole entry, looked up): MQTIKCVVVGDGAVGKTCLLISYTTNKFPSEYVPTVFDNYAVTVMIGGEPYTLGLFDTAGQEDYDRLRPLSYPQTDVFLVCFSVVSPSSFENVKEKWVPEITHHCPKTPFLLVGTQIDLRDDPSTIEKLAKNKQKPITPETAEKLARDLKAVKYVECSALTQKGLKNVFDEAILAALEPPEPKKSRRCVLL
Rac1 mut GTP: alters GTP binding to activated mutant human Rac1 | P63000 | GST-Rac1 activated beads, fluorescent GTP binding, flow cytometry; actives lie on both sides; 100% means binding = to untreated wells | percent activity (GTP binding), % at 10 µM | 190,000 tested, 0.11% active | AID 764;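 active means GTP binding at least 20 percentage points away from the 100% baseline, in either direction, so actives lie on both sides; inconclusive means Compound likely fluorescent itself, or too few beads counted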
HRas wt GTP bind: changes GTP binding to wildtype human HRas. GST-Ras wt beads, Bodipy-FL-GTP binding, flow cytometry; actives lie on both sides. GTP binding activity, % at 10 µM. AID 759. P01112. 190,000 tested, 0.14% active;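 active means GTP binding activity at least 20% away from the 100% baseline, either lowered as inhibitor or raised as activator; inconclusive means flagged as likely green fluorescent, judged across all proteins in the well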;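 further: 0% = unlabeled GTP competition control and 100% = no-compound control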
Target sequence (P01112 whole entry, looked up): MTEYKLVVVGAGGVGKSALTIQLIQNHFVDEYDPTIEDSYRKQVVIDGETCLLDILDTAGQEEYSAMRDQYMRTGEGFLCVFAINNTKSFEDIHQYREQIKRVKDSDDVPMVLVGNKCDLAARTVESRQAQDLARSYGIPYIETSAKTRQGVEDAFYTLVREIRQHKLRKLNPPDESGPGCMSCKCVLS
Bcl-W Bim block: human Bim-Bcl-W interaction inhibition | inhibition, % at 10 µM | bead-based flow cytometry, Bim peptide-Bcl-W binding | AID 952 | 190,000 tested, 0.02% active;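 further: 0% = bound tracer without compound and 100% = peptide blocker; higher means less fluorescent Bim peptide bound to Bcl-W beads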
Target sequence (Q92843 whole entry, looked up): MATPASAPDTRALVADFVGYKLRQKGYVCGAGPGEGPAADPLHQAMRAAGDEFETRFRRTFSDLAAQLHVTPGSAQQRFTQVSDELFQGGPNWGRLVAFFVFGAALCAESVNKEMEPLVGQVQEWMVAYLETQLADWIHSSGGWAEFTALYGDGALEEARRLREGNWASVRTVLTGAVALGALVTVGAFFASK
Bim-Bcl-2: disrupts Bim peptide binding to human Bcl-2; 190,000 tested, 0.06% active; inhibition, % at 10 µM; Bead-based flow cytometry, Bim peptide-Bcl-2 binding; AID 950; in the data active means inhibition above about 40%; inconclusive means no clear call, values can overlap the other calls;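 further: 0% = no compound wells with probe peptide and 100% = reference peptide inhibitor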
Rac1 wt modul: alters GTP binding to wildtype human Rac1; GST-Rac1 beads, fluorescent GTP binding, flow cytometry; actives lie on both sides; 0 = cold GTP competed, 100 = untreated; 190,000 tested, 0.27% active; GTP binding activity (% of control), % at 10 µM; AID 757; P63000;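 active means GTP binding activity at least 20 points away from the 100% control level, either lower or higher; inconclusive means compound flagged as likely green fluorescent, judged across all proteins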
Bim-Bcl-XL: disrupts Bim peptide binding to human Bcl-XL; Q07817; bead flow cytometry, fluorescence; inhibition, % at 10 µM; 190,000 tested, 0.04% active; AID 1007
Target sequence (Q07817 whole entry, looked up): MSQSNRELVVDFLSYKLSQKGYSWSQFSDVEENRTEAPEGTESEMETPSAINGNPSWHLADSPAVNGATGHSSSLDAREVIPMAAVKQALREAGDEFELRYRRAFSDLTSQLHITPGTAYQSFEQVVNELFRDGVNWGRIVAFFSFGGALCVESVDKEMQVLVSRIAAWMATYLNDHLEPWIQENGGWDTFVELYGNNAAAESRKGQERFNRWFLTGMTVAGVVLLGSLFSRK
Rab2A wt mod: changes GTP binding to wildtype dog Rab2A, up or down | P61105 | GTP binding activity, % at 10 µM | GST-Rab2 wt beads, Bodipy-GTP binding, flow cytometry | 190,000 tested, 0.19% active;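 active means GTP binding activity at least 20 points away from 100%, either lowered or raised; inconclusive means signal likely due to the compound's own green fluorescence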;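 further: 0% = beads with excess unlabeled GTP and 100% = no-compound control corrected for plate trend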
Bfl-1 Bim block: inhibitors of Bim-Bfl-1 interaction, human | Q16548 | Bead-based flow cytometry, Bim-Bfl-1 binding inhibition | inhibition, % at 10 µM | 190,000 tested, 0.12% active;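 further: 0% = wells without compound plus tracer and 100% = blocker peptide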
Bcl-B Bim block: inhibitors of Bim-Bcl-B interaction, human; Q9HD36; bead-based flow cytometry, Bim peptide-Bcl-B binding; inhibition, % at 10 µM; 190,000 tested, 0.073% active; AID 951;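 further: 0% = tracer peptide without compound and 100% = reference inhibitor peptide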
Target sequence (Q9HD36 whole entry, looked up): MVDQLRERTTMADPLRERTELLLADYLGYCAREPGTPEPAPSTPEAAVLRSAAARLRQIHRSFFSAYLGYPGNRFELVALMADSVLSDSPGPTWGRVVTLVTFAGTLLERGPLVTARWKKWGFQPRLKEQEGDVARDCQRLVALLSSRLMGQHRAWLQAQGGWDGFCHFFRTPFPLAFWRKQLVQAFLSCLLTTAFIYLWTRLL
Rab7 wt modul: alters GTP binding to wildtype dog Rab7; GST-Rab7 beads, fluorescent GTP binding, flow cytometry; actives lie on both sides; untreated = 100%, excess cold GTP = 0%; GTP binding activity (percent of control), % at 10 µM; 190,000 tested, 0.055% active;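 active means fluorescent GTP binding to Rab7 beads changed by at least 20 points from the 100% baseline, either direction, mostly lower; inconclusive means compound itself probably fluorescent, or too few beads counted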;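 further: median green fluorescence of bound Bodipy-FL-GTP per Rab7 bead population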
* hit, by the source's call. Unless noted, no stated cut-off is given here; in the data, active means inhibition above about 40%.

For CCOC(=O)c1c(C)[nH]c(C(=O)CSc2nc(C)cc(C)n2)c1C the results were Cdc42 wt GTP 100, Rac1 mut GTP 97, HRas wt GTP bind 98, Bcl-W Bim block -4, Bim-Bcl-2 -1, Rac1 wt modul 100, Bim-Bcl-XL -4, Rab2A wt mod 98, Bfl-1 Bim block 0, Bcl-B Bim block -5 and Rab7 wt modul 99.
Screening CCOc1ccc(-c2cc(CCCC(=O)Nc3cc(OC)ccc3OC)no2)cc1 returned Cdc42 wt GTP 99, Rac1 mut GTP 97, HRas wt GTP bind 101, Bcl-W Bim block -4, Bim-Bcl-2 0, Rac1 wt modul 99, Bim-Bcl-XL -2, Rab2A wt mod 101, Bfl-1 Bim block 0, Bcl-B Bim block -1 and Rab7 wt modul 103.
Screening COc1cccc(NC(=O)CN(C)C(=O)/C=C/c2cc(OC)ccc2OC)c1 returned Cdc42 wt GTP 99, Rac1 mut GTP 99, HRas wt GTP bind 99, Bcl-W Bim block -3, Bim-Bcl-2 -20, Rac1 wt modul 101, Bim-Bcl-XL -6, Rab2A wt mod 99, Bfl-1 Bim block -17, Bcl-B Bim block -8 and Rab7 wt modul 100.
Cc1c(NC(=O)c2ccc(Br)s2)c(=O)n(-c2ccccc2)n1C was read as Cdc42 wt GTP 93, Rac1 mut GTP 93, HRas wt GTP bind 97, Bcl-W Bim block 5, Bim-Bcl-2 1, Rac1 wt modul 95, Bim-Bcl-XL 5, Rab2A wt mod 95, Bfl-1 Bim block 7, Bcl-B Bim block 2 and Rab7 wt modul 100.
`Cc1cc(NC(=O)COC(=O)C2COc3ccccc3O2)no1` (stereo not given) gave Cdc42 wt GTP 104, Rac1 mut GTP 97, HRas wt GTP bind 100, Bcl-W Bim block -2, Bim-Bcl-2 -10, Rac1 wt modul 103, Bim-Bcl-XL -7, Rab2A wt mod 99, Bfl-1 Bim block -20, Bcl-B Bim block -8 and Rab7 wt modul 96.
`CCn1cc(Cl)c(C(=O)Nc2ccc(OC)c(OC)c2)n1` gave Cdc42 wt GTP 98, Rac1 mut GTP 93, HRas wt GTP bind 99, Bim-Bcl-2 inconclusive, Rac1 wt modul 99, Rab2A wt mod 98 and Rab7 wt modul 104.
COc1ccc(Cc2nnc(NC(=O)c3cccs3)s2)cc1 was read as Cdc42 wt GTP 100, Rac1 mut GTP 98, HRas wt GTP bind 99, Bcl-W Bim block 3, Bim-Bcl-2 -1, Rac1 wt modul 104, Bim-Bcl-XL -2, Rab2A wt mod 97, Bfl-1 Bim block -8, Bcl-B Bim block -3 and Rab7 wt modul 98.
Screening CC(C)NC(=O)COC(=O)c1ccc(Cl)c(S(N)(=O)=O)c1 returned Cdc42 wt GTP 100, Rac1 mut GTP 98, HRas wt GTP bind 100, Bcl-W Bim block 0, Bim-Bcl-2 0, Rac1 wt modul 101, Bim-Bcl-XL 0, Rab2A wt mod 100, Bfl-1 Bim block -2, Bcl-B Bim block -3 and Rab7 wt modul 98.
For CC1CCN(C(=O)c2cc(N3C(=O)C4C5CCC(C5)C4C3=O)ccc2Cl)CC1 (stereo not given) the results were Cdc42 wt GTP 97, Rac1 mut GTP 95, HRas wt GTP bind 99, Bcl-W Bim block 0, Bim-Bcl-2 -5, Rac1 wt modul 102, Bim-Bcl-XL -2, Rab2A wt mod 101, Bfl-1 Bim block -4, Bcl-B Bim block -3 and Rab7 wt modul 106.
Screening COc1ccc(N2C(=O)CC(Sc3nc(C)cc(C)c3C#N)C2=O)cc1 (stereo not given) returned Cdc42 wt GTP 102, Rac1 mut GTP 100, HRas wt GTP bind 102, Bcl-W Bim block -5, Bim-Bcl-2 -4, Rac1 wt modul 103, Bim-Bcl-XL -7, Rab2A wt mod 101, Bfl-1 Bim block -2, Bcl-B Bim block -10 and Rab7 wt modul 102.
`CCOC(=O)C1(CCOc2ccccc2)CCN(Cc2cccc3nonc23)CC1` gave Cdc42 wt GTP 90, Rac1 mut GTP 93, HRas wt GTP bind 93, Bcl-W Bim block 0, Bim-Bcl-2 -3, Rac1 wt modul 93, Bim-Bcl-XL -3, Rab2A wt mod 93, Bfl-1 Bim block -4, Bcl-B Bim block 0 and Rab7 wt modul 96.
COc1ccc(SCc2noc(C(=O)NCC3CCCO3)c2C(=O)O)cc1 (stereo not given) was read as Cdc42 wt GTP 96, Rac1 mut GTP 92, HRas wt GTP bind 97, Bcl-W Bim block 2, Bim-Bcl-2 -11, Rac1 wt modul 95, Bim-Bcl-XL -5, Rab2A wt mod 95, Bfl-1 Bim block -12, Bcl-B Bim block -14 and Rab7 wt modul 95.
For COc1ccc(NC(=O)N2CCCC2C(=O)Nc2ccccc2)cc1 (stereo not given) the results were Cdc42 wt GTP 109, Rac1 mut GTP 102, HRas wt GTP bind 106, Bcl-W Bim block -3, Bim-Bcl-2 -4, Rac1 wt modul 105, Bim-Bcl-XL -4, Rab2A wt mod 105, Bfl-1 Bim block -3, Bcl-B Bim block -6 and Rab7 wt modul 107.
Screening O=S(=O)(Cc1ccccc1)N1CCN(c2ccccc2)CC1 returned Cdc42 wt GTP 100, Rac1 mut GTP 97, HRas wt GTP bind 101, Bcl-W Bim block -2, Bim-Bcl-2 -5, Rac1 wt modul 98, Bim-Bcl-XL -3, Rab2A wt mod 98, Bfl-1 Bim block 0, Bcl-B Bim block -3 and Rab7 wt modul 97.
Screening Cc1ccc(-c2nnc(OCC3CCCO3)c3ccccc23)cc1 (stereo not given) returned Cdc42 wt GTP 97, Rac1 mut GTP 96, HRas wt GTP bind 101, Bcl-W Bim block 3, Bim-Bcl-2 1, Rac1 wt modul 106, Bim-Bcl-XL 1, Rab2A wt mod 96, Bfl-1 Bim block 0, Bcl-B Bim block 0 and Rab7 wt modul 103.
Screening COc1ccccc1OCCCC(=O)NCc1ccco1 returned Cdc42 wt GTP 97, Rac1 mut GTP 98, HRas wt GTP bind 99, Bcl-W Bim block -4, Bim-Bcl-2 -1, Rac1 wt modul 100, Bim-Bcl-XL -3, Rab2A wt mod 97, Bfl-1 Bim block -4, Bcl-B Bim block -5 and Rab7 wt modul 97.
Screening Cc1ccc(C)c(N2CN(Cc3ccco3)CNC2=S)c1 returned Cdc42 wt GTP 101, Rac1 mut GTP 100, HRas wt GTP bind 101, Bcl-W Bim block -2, Bim-Bcl-2 -4, Rac1 wt modul 102, Bim-Bcl-XL -8, Rab2A wt mod 102, Bfl-1 Bim block -9, Bcl-B Bim block -11 and Rab7 wt modul 101.
For O=C(O)C1CCCCC1C(=O)Nc1nc(-c2cccs2)cs1 (stereo not given) the results were Cdc42 wt GTP 94, Rac1 mut GTP 93, HRas wt GTP bind 94, Bcl-W Bim block 0, Bim-Bcl-2 1, Rac1 wt modul 94, Bim-Bcl-XL -4, Rab2A wt mod 91, Bfl-1 Bim block 0, Bcl-B Bim block -2 and Rab7 wt modul 94.
C/C(=N\Nc1ccccc1[N+](=O)[O-])c1ccc(N2CCOCC2)cc1 was read as Cdc42 wt GTP 90, Rac1 mut GTP 94, HRas wt GTP bind 94, Bcl-W Bim block 6, Bim-Bcl-2 4, Rac1 wt modul 95, Bim-Bcl-XL 5, Rab2A wt mod 93, Bfl-1 Bim block 2, Bcl-B Bim block 4 and Rab7 wt modul 90.
Screening CCCCn1c2nc3ccccc3nc2c2c(=O)n(C(C)CC)cnc21 (stereo not given) returned Cdc42 wt GTP 101, Rac1 mut GTP 100, HRas wt GTP bind 100, Bcl-W Bim block -1, Bim-Bcl-2 0, Rac1 wt modul 104, Bim-Bcl-XL 0, Rab2A wt mod 100, Bfl-1 Bim block -6, Bcl-B Bim block 0 and Rab7 wt modul 99.
For CCn1cc(SCC(=O)N2CCc3ccccc32)c2ccccc21 the results were Cdc42 wt GTP 100, Rac1 mut GTP 96, HRas wt GTP bind 100, Bcl-W Bim block 2, Bim-Bcl-2 -5, Rac1 wt modul 104, Bim-Bcl-XL -3, Rab2A wt mod 101, Bfl-1 Bim block -7, Bcl-B Bim block -1 and Rab7 wt modul 99.
Screening COc1ccccc1-c1cc(C(=O)N/N=C/c2cccs2)c2ccccc2n1 returned Cdc42 wt GTP 101, Rac1 mut GTP 99, HRas wt GTP bind 99, Bcl-W Bim block -3, Bim-Bcl-2 -12, Rac1 wt modul 105, Bim-Bcl-XL -6, Rab2A wt mod 103, Bfl-1 Bim block -19, Bcl-B Bim block -11 and Rab7 wt modul 103.
Screening N#Cc1cc(C(=O)c2cc(Br)ccc2O)cn(C2CCCCC2)c1=O returned Cdc42 wt GTP 104, Rac1 mut GTP 100, HRas wt GTP bind 104, Bcl-W Bim block -2, Bim-Bcl-2 -1, Rac1 wt modul 102, Bim-Bcl-XL -3, Rab2A wt mod 103, Bfl-1 Bim block -4, Bcl-B Bim block -2 and Rab7 wt modul 105.
Screening O=C(Cn1cnc2ccccc2c1=O)NCc1ccco1 returned Cdc42 wt GTP 98, Rac1 mut GTP 95, HRas wt GTP bind 95, Bcl-W Bim block 0, Bim-Bcl-2 -7, Rac1 wt modul 91, Bim-Bcl-XL 7, Rab2A wt mod 93, Bfl-1 Bim block -14, Bcl-B Bim block -7 and Rab7 wt modul 91.

A draw from above in order of SMILES length, lowest first:
Screening O=C(Cn1cnc2ccccc2c1=O)NCc1ccco1 returned Cdc42 wt GTP 98, Rac1 mut GTP 95, HRas wt GTP bind 95, Bcl-W Bim block 0, Bim-Bcl-2 -7, Rac1 wt modul 91, Bim-Bcl-XL 7, Rab2A wt mod 93, Bfl-1 Bim block -14, Bcl-B Bim block -7 and Rab7 wt modul 91.
Screening CCCCn1c2nc3ccccc3nc2c2c(=O)n(C(C)CC)cnc21 (stereo not given) returned Cdc42 wt GTP 101, Rac1 mut GTP 100, HRas wt GTP bind 100, Bcl-W Bim block -1, Bim-Bcl-2 0, Rac1 wt modul 104, Bim-Bcl-XL 0, Rab2A wt mod 100, Bfl-1 Bim block -6, Bcl-B Bim block 0 and Rab7 wt modul 99.
Screening N#Cc1cc(C(=O)c2cc(Br)ccc2O)cn(C2CCCCC2)c1=O returned Cdc42 wt GTP 104, Rac1 mut GTP 100, HRas wt GTP bind 104, Bcl-W Bim block -2, Bim-Bcl-2 -1, Rac1 wt modul 102, Bim-Bcl-XL -3, Rab2A wt mod 103, Bfl-1 Bim block -4, Bcl-B Bim block -2 and Rab7 wt modul 105.
C/C(=N\Nc1ccccc1[N+](=O)[O-])c1ccc(N2CCOCC2)cc1 was read as Cdc42 wt GTP 90, Rac1 mut GTP 94, HRas wt GTP bind 94, Bcl-W Bim block 6, Bim-Bcl-2 4, Rac1 wt modul 95, Bim-Bcl-XL 5, Rab2A wt mod 93, Bfl-1 Bim block 2, Bcl-B Bim block 4 and Rab7 wt modul 90.

Screening data as filed in PubChem.
